# Scp1 inh – Scp-1 phosphatase inhibitors, primary screen, biochemical, colorimetric, uHTS. Carboxy-terminal domain RNA polymerase II polypeptide A small phosphatase 1 (Homo …. 340,000 tested, 0.88% active. AID 493091, 2011. inhibition, % at 20 µM. Recombinant Scp1, phosphopeptide, malachite green phosphate absorbance;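 active means inhibition above about 50% at 20 µM, limit read from the data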;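 further: plate controls were DMSO wells with enzyme for no effect and wells lacking enzyme for full effect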
#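 System: SCP-1 catalytic domain; Reagent: Phospho 17-mer peptide substrate; Doses: one concentration, 20 µM, with 1.0% DMSO; Incubation: 45 min room-temperature reaction, 5 min colour, 30 min stabiliser; Signal: Phosphate-binding colour reagent, absorbance read at 630 nm.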
# STEP block – STEP phosphatase inhibitors, primary screen, biochemical, fluorescence intensity, uHTS; Tyrosine-protein phosphatase non-receptor type 5 (Homo sapiens), P54829; recombinant STEP, OMFP fluorogenic substrate; 360,000 tested, 0.25% active; AID 588621, 2011; inhibition, % at 20 µM;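 active means inhibition at 20 µM, scaled per plate between control wells, above about 37%, limit read from the data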;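 further: 0% = DMSO with enzyme and substrate and 100% = substrate only without enzyme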
#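 Material: STEP (striatal-enriched tyrosine phosphatase) enzyme, cell-free; Compound dosing: 20 µM single dose in 1% DMSO; Technique: fluorescence read at 480 nm ex / 540 nm em; Times: reaction 20 min, ambient temperature; Medium: 50 mM Bis-Tris pH 6.0 with 2.5 mM DTT and 0.005% Tween 20; Also added: OMFP at 25 µM.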
# DNMT1 inh – human DNMT1 methyltransferase inhibitors, primary screen, biochemical, molecular beacon, fluorescence, HinP1I cleavage, uHTS. DNA (cytosine-5)-methyltransferase 1 (Homo sapiens), P26358. 360,000 tested, 0.83% active. inhibition (reported as % activation of signal), % at 10 µM. AID 588458, 2011; in the data active means inhibition above about 50%
# CendR NRP1 mod – modulators of CendR peptide binding to NRP-1, primary screen, biochemical, fluorescence polarization, uHTS. Neuropilin-1 (Homo sapiens), O14786. FAM-RPARPAR peptide binding to NRP-1. inhibition, % at 25 µM. 360,000 tested, 0.85% active;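 active means inhibition or corrected inhibition above about 18%, plus a signal ratio from 0.5 to 1.5, limit read from the data, passing the limit was not always enough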; further: strong numbers were not always called active
# Target sequence (O14786 whole entry, looked up): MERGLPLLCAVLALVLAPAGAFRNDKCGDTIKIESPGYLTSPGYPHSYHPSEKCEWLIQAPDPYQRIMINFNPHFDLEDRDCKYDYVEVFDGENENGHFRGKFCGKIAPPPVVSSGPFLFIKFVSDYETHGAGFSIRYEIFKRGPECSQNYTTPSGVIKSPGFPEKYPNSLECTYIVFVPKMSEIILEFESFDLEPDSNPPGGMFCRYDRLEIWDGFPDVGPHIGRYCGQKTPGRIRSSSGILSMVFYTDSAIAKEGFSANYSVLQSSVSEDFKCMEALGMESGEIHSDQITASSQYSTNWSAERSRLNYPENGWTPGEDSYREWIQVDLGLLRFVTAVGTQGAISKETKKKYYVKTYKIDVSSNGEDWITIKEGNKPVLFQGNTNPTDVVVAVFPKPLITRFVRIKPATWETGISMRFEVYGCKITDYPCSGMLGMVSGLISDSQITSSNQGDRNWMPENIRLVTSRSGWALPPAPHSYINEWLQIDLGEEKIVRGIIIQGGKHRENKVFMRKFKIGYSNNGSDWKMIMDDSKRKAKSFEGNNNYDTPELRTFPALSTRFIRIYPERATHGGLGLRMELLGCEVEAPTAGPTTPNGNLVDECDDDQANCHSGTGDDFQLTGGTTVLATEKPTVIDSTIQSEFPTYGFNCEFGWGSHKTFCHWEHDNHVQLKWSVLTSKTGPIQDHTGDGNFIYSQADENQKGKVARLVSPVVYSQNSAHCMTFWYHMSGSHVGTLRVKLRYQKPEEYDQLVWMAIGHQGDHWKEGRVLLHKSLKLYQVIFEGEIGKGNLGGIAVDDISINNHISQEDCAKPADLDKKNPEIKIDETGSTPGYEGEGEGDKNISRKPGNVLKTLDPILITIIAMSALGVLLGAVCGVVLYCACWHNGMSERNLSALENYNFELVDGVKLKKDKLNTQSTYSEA
# eLon inh – inhibitors of E. coli Lon protease, primary screen, biochemical, fluorescence polarization. P0A9M0. purified E. coli Lon protease. inhibition, % at 7.94 µM. 360,000 tested, 0.42% active; in the data active means inhibition above about 13%, passing the limit was not always enough;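 further: 0% = enzyme with probe and DMSO and 100% = no enzyme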
# SUMO1 PPI mod – modulators of SUMO1 protein-protein interactions, primary screen, biochemical, uHTS | SUMO1 binding to a labelled peptide, TR-FRET, 1 h | inhibition, % at 20 µM | 360,000 tested, 0.33% active; in the data active means inhibition above about 37%
# Target sequence (P63165 whole entry, looked up): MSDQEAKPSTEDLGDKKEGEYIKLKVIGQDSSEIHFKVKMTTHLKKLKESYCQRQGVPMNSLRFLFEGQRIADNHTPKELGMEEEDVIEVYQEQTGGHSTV
# MsrA inhibitor – bovine MsrA enzyme inhibitors, primary screen, biochemical, absorbance, HTS. Methionine sulfoxide reductase A (Bos taurus). purified bovine MsrA, absorbance read-out. inhibition, % at 15.5 µM. 360,000 tested, 0.75% active; in the data active means inhibition above about 4.5%;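 further: 0% = vehicle wells with enzyme and 100% = reference inhibitor wells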
# Tb MetRS inh – T. brucei MetRS inhibitors, primary screen, biochemical, luminescence. methionyl-tRNA synthetase (Trypanosoma brucei brucei). purified T. brucei MetRS, ATP depletion, Kinase-Glo luminescence. inhibition, % at 11.9 µM. 360,000 tested, 0.4% active. AID 624268, 2012;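 active means inhibition above a per-plate cutoff of the control wells' mean inhibition plus 3 SD, cut at about 5.5% in these data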;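 further: 0% = DMSO wells median and 100% = median of wells with control inhibitor compound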
#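 Dosing: 11.9 µM compound single dose, 0.9% DMSO; Assay system: purified T. brucei MetRS enzyme; Measured by: Kinase-Glo luciferase luminescence reporting remaining unconsumed ATP; Schedule: 15 min plus 2 h at 25 °C.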
# MsrA act – bovine MsrA enzyme activators, primary screen, biochemical, absorbance, HTS. purified bovine MsrA, absorbance read-out. activation, % at 10.6 µM. 360,000 tested, 0.3% active. AID 602163, 2012; in the data active means activation above about 7.5%;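 further: 0% = vehicle and 100% = reference activator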
# LMPTP inh – LMPTP phosphatase inhibitors, primary screen, biochemical, fluorescence intensity, uHTS; Low molecular weight phosphotyrosine protein phosphatase (Homo sapiens), P24666; recombinant LMPTP-A, OMFP fluorogenic substrate; inhibition, % at 20 µM; 360,000 tested, 0.22% active; AID 651560, 2012;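 active means compounds that cut the enzyme signal by at least half of the control window in the single-dose screen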;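 further: plate controls were DMSO wells with enzyme plus substrate for no effect and substrate without enzyme for full effect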
#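 Test system – LMPTP-A phosphatase enzyme · Quantity – 0.625 nM LMPTP-A final · Reagent – OMFP substrate, 400 µM final · Dosing – one test concentration per compound, 20 µM, with 3% DMSO overall · Timing – 50 min enzyme reaction at room temperature, protected from light · Detection – fluorescence intensity · Controls – substrate-only low control, DMSO enzyme-plus-substrate high control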
# * = called active by the depositor; . = no result given.
SMILES,Scp1 inh,STEP block,DNMT1 inh,CendR NRP1 mod,eLon inh,SUMO1 PPI mod,MsrA inhibitor,Tb MetRS inh,MsrA act,LMPTP inh
Cc1ccc2cc(CN(CCCO)S(=O)(=O)c3cccc4nsnc34)c(=O)[nH]c2c1C,1,0,-11,10,-6,-19,-0.4,-0.9,-2,0.5
O=C(NC(=S)Nc1ccccc1N1CCCCC1)c1ccco1,-7,1,-1,6,-1,3,2.7,0.0,-2,3.9
Cc1cc(NC(=O)/C=C/C(=O)N(c2ccccc2C)C(C(=O)NC2CCCC2)c2ccc(F)cc2)no1 (centres undefined),-7,0,-3,4,-3,-3,-1.5,0.0,-2,0.0
CCOc1cc(NC(=O)C2CCCCC2)c(OCC)cc1NC(=O)c1ccco1,-2,-4,1,4,-4,4,-0.3,-0.5,-2,0.6
Cc1ccc(/C(=N\O)c2oc3c(C)c4oc(=O)cc(C)c4cc3c2C)cc1,-2,-3,-16,14,5,1,-0.3,-0.1,-3,2.5
Cc1ccc(CSc2ccc(-c3ccco3)nn2)cc1,-6,0,1,4,-1,-4,1.2,-1.0,-3,-0.4
O=C(Cn1c(-c2cscn2)nc2ccccc21)Nc1ccc(Cl)cc1,7,0,-5,-7,6,0,-0.1,4.3,0,1.2
Clc1cccc(CNc2ccn3nc(-c4ccc(OCCN5CCOCC5)cc4)cc3n2)c1,.,-2,-18,-14,-7,3,-1.0,0.1,-1,-3.3
Cc1c(Cl)cccc1NC(=S)C(=C([O-])c1ccc(Cl)s1)[n+]1ccccc1,-12,3,-11,19,-8,-26,0.2,-0.3,0,-2.3
COc1ccccc1CCC(=O)NNC(=O)c1ccccc1,1,-1,2,-4,-12,-4,-0.7,0.3,-2,1.2
CSc1ncc(CN2CCCCC2C(=O)Nc2ccc(Oc3ccccc3)nc2)cn1 (centres undefined),-4,3,-2,-6,1,-3,0.3,0.2,-3,0.0
CC(C)(C)NC(NC(=O)Cc1ccccc1)C(Cl)(Cl)Cl (centres undefined),-7,-1,-2,12,6,0,0.1,0.1,-1,-1.7
COc1ccc(-c2ccc(C#N)c(SCC(=O)Nc3sc4c(c3C#N)CCC4)n2)cc1,-16,1,-2,-2,-38,17,0.5,0.4,-2,0.1
O=C(NCCNS(=O)(=O)c1ccc(C(F)(F)F)cc1)N1CCOCC1,-11,-2,1,13,-10,1,-0.3,1.2,-2,-3.1
COc1ccc(C(=O)NCC2CCCN2S(=O)(=O)c2cccs2)cc1OC (centres undefined),-3,-2,0,4,0,-3,-0.6,0.0,-8,-0.4
CC(=O)Nc1ccc(N(C(=O)c2ccco2)C(C(=O)NC2CCCC2)c2ccc(N3CCOCC3)cc2)cc1 (centres undefined),-1,-1,5,1,-2,-2,-0.5,-1.2,-7,-1.4
CC1(C)Cc2c(sc3nc4n(c(=N)c23)CCC4)CO1,-2,1,3,-12,-1,-5,0.0,0.0,-1,-0.2
Cc1c(C(=O)N2CCCCC2)c(S(=O)(=O)N2CCc3ccccc32)c(C)n1C,-2,0,1,14,4,3,-0.8,0.2,-6,-1.4
Cc1ccc(C=O)c([B-](F)(F)F)c1,.,0,3,-9,-2,1,0.3,-1.1,1,-3.0
CCNc1ccc(N=Nc2c(C)n(C)n(-c3ccccc3)c2=O)cc1,3,-2,-7,-28,-12,-30,3.0,-0.3,-3,3.6

# Given as tab-separated lines: 6 of the compounds above
molecule	Scp1 inh	STEP block	DNMT1 inh	CendR NRP1 mod	eLon inh	SUMO1 PPI mod	MsrA inhibitor	Tb MetRS inh	MsrA act	LMPTP inh
O=C(NC(=S)Nc1ccccc1N1CCCCC1)c1ccco1	-7	1	-1	6	-1	3	2.7	0.0	-2	3.9
CSc1ncc(CN2CCCCC2C(=O)Nc2ccc(Oc3ccccc3)nc2)cn1 (centres undefined)	-4	3	-2	-6	1	-3	0.3	0.2	-3	0.0
COc1ccc(-c2ccc(C#N)c(SCC(=O)Nc3sc4c(c3C#N)CCC4)n2)cc1	-16	1	-2	-2	-38	17	0.5	0.4	-2	0.1
Cc1ccc2cc(CN(CCCO)S(=O)(=O)c3cccc4nsnc34)c(=O)[nH]c2c1C	1	0	-11	10	-6	-19	-0.4	-0.9	-2	0.5
CCNc1ccc(N=Nc2c(C)n(C)n(-c3ccccc3)c2=O)cc1	3	-2	-7	-28	-12	-30	3.0	-0.3	-3	3.6
COc1ccccc1CCC(=O)NNC(=O)c1ccccc1	1	-1	2	-4	-12	-4	-0.7	0.3	-2	1.2

# New compounds follow
SMILES,Scp1 inh,STEP block,DNMT1 inh,CendR NRP1 mod,eLon inh,SUMO1 PPI mod,MsrA inhibitor,Tb MetRS inh,MsrA act,LMPTP inh
O=C(CSc1nnc(NC(=O)c2ccccc2Cl)s1)NC1CC1,-2,-3,2,1,-8,6,1.6,-0.8,-7,-1.3
COc1ccc(CNC(=O)C2CCN(S(=O)(=O)c3ccc4c(c3)NC(=O)CO4)CC2)cc1,3,1,0,2,-9,0,0.2,-0.5,-3,-0.3
O=C(Nc1nc2ccccc2s1)C1CCN(S(=O)(=O)c2cc([N+](=O)[O-])ccc2Cl)CC1,68*,7,28,-5,-2,-11,0.6,0.1,-4,6.6
c1ccc(COC2CCCN(Cc3nc(Cc4ccccc4)no3)C2)cc1 (centres undefined),1,0,3,1,10,-2,-1.8,-0.6,-2,-1.1
CCOc1ccccc1NC(=O)C1(S(=O)(=O)c2ccc(Cl)cc2)CC1,-12,2,-2,0,-9,0,-0.7,-0.4,-3,2.4
COC(=O)c1cc(C(=O)c2cc(Br)ccc2O)coc1=N,-1,2,1,-8,-13,0,3.9,0.1,-3,-0.6
COc1cc(CNC2CCCCCCC2)cc(Cl)c1OCC(N)=O,-2,0,2,-8,-8,-1,0.1,-0.1,-4,-1.0
O=C(Nc1ccnn1C1CCN(Cc2cccc(OCCO)c2)CC1)C1CCCC1,-10,2,-1,6,3,4,-0.3,0.0,4,-0.5
COc1ccc(N2CCN(C(=O)c3cccc(S(=O)(=O)N4CCc5ccccc54)c3)CC2)cc1,19,3,1,1,3,2,0.1,-0.3,-1,3.4
CCCCCC(=O)N=Nc1c(O)[nH]c2ccc([N+](=O)[O-])cc12,20,2,-3,9,8,-10,-0.7,-1.2,-8,3.2
CCOC(=O)C1(Cc2ccccc2C(F)(F)F)CCN(CC(O)CO)CC1 (centres undefined),-5,1,0,9,-2,0,2.1,-0.2,-1,0.7
CCC1CCCCN1Cc1nc2ccccc2c(=O)n1CC(C)=O (centres undefined),-11,1,4,-2,-1,-5,0.8,-1.5,-12,3.6
Cc1ccc(-c2nnn(CC(=O)NC3CCN(Cc4ccccc4)CC3)n2)cc1,-1,-2,4,-2,-14,-2,-1.6,-1.5,-8,-0.7
CCOP(=O)(OCC)/C(=C/N1CCCCC1)NC(=O)c1ccccc1,-6,-3,0,12,-2,2,1.7,0.0,-2,1.0
COc1ccc(-c2cc(C(=O)NCCCN3CCOCC3)c3cc(C(C)C)ccc3n2)cc1,-5,-2,-8,-6,-1,-9,2.7,-0.4,-3,0.8
C[C@@H](C(=O)Nc1ccc(SC(F)F)cc1)N1C(=O)C2CCCCC2C1=O (some centres undefined),-5,-1,-7,22*,-2,-4,0.1,0.1,0,-0.4
CC(C)(C)c1ccc(C(=O)N2CCC2(C)C(=O)NCc2cccc3ccccc23)cc1 (centres undefined),.,1,12,-4,-27,-4,0.9,-0.3,2,3.7
COc1ccc(CC(=O)Nc2ccc(C(=O)NC(C)(C)C)cc2)cc1OC,-4,-2,0,0,-7,2,-0.8,-1.2,-14,0.0
COc1cccc(N2CCN(C(=O)c3ccc(Cl)c(NC4=NC5CS(=O)(=O)CC5S4)c3)CC2)c1 (centres undefined),-4,1,0,10,-6,2,-1.2,-0.4,-6,-1.0
CCOc1ccc(CCN2C(=O)C(=O)N([C@@H](Cc3ccccc3)CN3CCC[C@H]3CN3C(=O)C(=O)NC[C@@H]3Cc3ccc(O)cc3)C[C@@H]2CC(C)C)cc1,.,.,.,3,8,5,0.0,-1.3,1,4.9
CCN1C(=O)[C@H]2[C@@H](c3ccc(-c4ccc(OC)cc4)c(OC)c3)N3CCCC[C@@]3(C(=O)OC)[C@H]2C1=O,1,-2,-12,15,0,2,-1.2,0.2,-9,0.4
CCCC/C(C)=N/NC(=O)c1cn(-c2ccccc2)nc1-c1ccccc1,1,2,-2,2,4,0,0.2,-0.6,-10,-1.8
COc1ccc(OC)c(C2N(c3ccc(Cl)cc3)C(=O)C3CCCN32)c1 (centres undefined),5,-1,-5,-24,-1,0,-0.6,0.4,2,-2.7
O=C(Nc1ccc2nc3n(c(=O)c2c1)CCCC3)c1ccc(Cl)nc1,-4,3,-3,-1,1,7,0.4,-0.1,1,1.3
CCN(c1ccc(OC)cc1)S(=O)(=O)c1ccc(-c2cc(C)no2)s1,-4,0,-7,-17,6,-12,0.0,-0.7,2,3.7
CCOC(=O)C1C(c2cccs2)NC(=O)N(C)C1(O)C(F)(F)F (centres undefined),-8,4,7,-1,3,-1,0.7,0.5,-3,-0.6
Cc1nn(-c2cccc(Cl)c2)c2nc(C(F)(F)F)[nH]c(=O)c12,-3,-2,-4,-8,4,23,0.3,-0.4,-3,-1.8
CCC1CN(S(=O)(=O)c2ccc3c(c2)NC(=O)CC(=O)N3)c2cc(Cl)ccc2O1 (centres undefined),-12,2,-2,-1,-9,2,1.2,0.4,-1,2.4
S=c1[nH]nc(CN2CCCCC2)n1Cc1ccccc1,-4,-1,-3,5,-4,2,-0.7,-0.8,-1,-1.6
CCC(C)NC(=O)C(Cc1ccccc1)NS(=O)(=O)c1ccc2c(c1)oc(=O)n2C (centres undefined),-1,-4,3,5,1,-2,0.1,0.9,-2,-0.1
C=CCNS(=O)(=O)c1ccc2nsnc2c1,0,2,-4,2,-12,-35,0.8,-0.4,-4,-1.8
Nn1c(SCC(=O)Nc2cc(C(F)(F)F)ccc2Cl)nncc1=O,37,-1,7,7,-16,26,-0.5,-0.5,-9,0.1
C=CCN(C(=O)c1csnn1)C(C(=O)NC(C)(C)C)c1ccncc1 (centres undefined),-7,-1,-2,16,-6,-4,-0.3,-0.9,-2,-0.2
COCCOC(=O)C1=C(C)NC(SCC(=O)NC(C)(C)C)=C(C#N)C1c1ccco1 (centres undefined),-2,-1,-2,-15,-12,-3,0.8,0.0,-1,-0.3

# Screening data as filed in PubChem.
